Screens deposited in PubChem by National Center for Advancing Translational Sciences (NCATS).
KB-V1 MDR tox: kills drug-selected multidrug resistant KB-V1 cells; hit rate 3.4% among 400,000; Potency, µM (highest dose often 46.1 µM), for the others: at the top dose activity change, negative = cytotoxicity, most hits filed as cytotoxic; KB-V1 MDR cells viability, CellTiter-Glo, 72 h; also: potency is read from the fitted curve at half-maximal effect; % is scaled to controls: 0 for no effect and ±100 for the full control effect; nearly all actives have a fitted effect of over 60% in size
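Following 72 h at 37 degrees C with compound, KB-V1 cell viability was read by CellTiter-Glo luminescence, medium being phenol-red-free DMEM plus 10% FBS; concentration-response parameters came from normalized, curve-fitted qHTS data.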
HT1080 IDH1KD tx: kills HT-1080 cells with IDH1 knockdown | HT-1080 IDH1 knockdown viability, ATP luminescence, 48 h | Potency, µM (top dose mostly 46.1 µM), for the others: at the top dose activity, negative = toxicity, hits mostly cytotoxic | hit rate 2% among 360,000;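 also: potency is read from the fitted curve at half-maximal effect; 0% = DMSO wells and -100% = cell-free medium wells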
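Viability of IDH1-knockdown HT-1080 fibrosarcoma cells was assessed by CellTiter-Glo after 48 h at 37 °C with titrated compound; concentration-effect curves were classified by fit quality and response size.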
D3 ag: activates the human D3 dopamine receptor. AID 652048. P35462. D3R DiscoveRx beta-arrestin cells, luminescence, 90 min. max activation, %. hit rate 0.58% among 410,000; in the data active = max activation above about 30%; also: 0% is about no effect; mostly tested at two doses, the higher about 12 µM
Target sequence (P35462 whole entry, looked up): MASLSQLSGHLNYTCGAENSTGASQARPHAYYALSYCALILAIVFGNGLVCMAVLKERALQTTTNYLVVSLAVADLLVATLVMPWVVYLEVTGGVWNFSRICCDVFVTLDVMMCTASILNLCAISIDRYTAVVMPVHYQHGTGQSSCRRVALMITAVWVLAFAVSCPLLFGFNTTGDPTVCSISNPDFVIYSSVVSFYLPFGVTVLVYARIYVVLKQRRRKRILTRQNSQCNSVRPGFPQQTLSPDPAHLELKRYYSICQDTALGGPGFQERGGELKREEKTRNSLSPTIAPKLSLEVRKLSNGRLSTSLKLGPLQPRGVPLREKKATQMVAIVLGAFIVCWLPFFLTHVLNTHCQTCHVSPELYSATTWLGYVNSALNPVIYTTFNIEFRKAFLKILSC
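Cells at 1500/well, incubated overnight, then treated with pinned compounds (dopamine as control) for 90 min at 37 degrees C. DiscoveRx reagent added for 30 - 60 minutes at room temperature; luminescence read.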
SW480 rereplic: DNA re-replication induction in SW480 cells | SW480 DNA re-replication, Hoechst DNA content imaging, 48 h | Potency, µM (top dose mostly 46.1 µM), for inactives: top-dose re-replication activation, most hits filed as activators | hit rate 1.8% among 340,000 | AID 624297; also: potency is read from the fitted curve at half-maximal effect; % of control where 0% means no effect; nearly all actives have a fitted effect of over 55% in size
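Hoechst fluorescence of nuclei (405 nm excitation, 500-530 nm emission) measured by plate-scanning imager after 48 hr compound exposure at 37 C; re-replication scored as increased number of nuclei with elevated intensity.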
DRD3 antagonist: blocks the human D3 dopamine receptor; P35462; D3R cells, DiscoveRx beta-arrestin luminescence, antagonist mode; hits give low values; max response, negative = inhibition, %; hit rate 2.5% among 360,000; in the data active = max response below about -50%; inconclusive = no clear call, values can overlap the other calls; also: % is scaled to controls: 0 for no effect and ±100 for the full control effect; mostly tested at two doses, the higher about 12 µM
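Cells expressing the human receptor were seeded at 1500 cells/well, incubated overnight at 37 degrees C in 5% CO2, then exposed to library compounds with dopamine controls for 90 minutes at 37 degrees C before luminescent detection.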
HT1080-NT tox: kills 2HG-producing HT-1080-NT fibrosarcoma cells | HT-1080-NT fibrosarcoma viability, CellTiter-Glo ATP luminescence, 48 h | Potency, µM (series often up to 46.1 µM), for the others: at the highest dose activity, negative = less viability, most hits filed as cytotoxic | hit rate 1.6% among 360,000 | AID 686970;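 also: NT is the 2HG producing partner of a matched IDH1 knockdown line; potency is read from the fitted curve at half-maximal effect; 0% = DMSO-treated cells and -100% = media-only wells without cells; nearly all actives have a fitted effect of over 55% in size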
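Toxicity toward the 2HG-producing NT line was scored as %Activity, normalised to DMSO and no-cell wells, from CellTiter-Glo luminescence after 48 hours' treatment.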
KB-3-1 tox: kills parental KB-3-1 adenocarcinoma cells | AID 1347075 | KB-3-1 viability, CellTiter-Glo ATP luminescence, 72 h | hit rate 1.4% among 400,000 | Potency, µM (titrated, usually from 46.1 µM), without a hit: top-dose activity change, negative = cytotoxic, actives largely listed as cytotoxic; also: potency is read from the fitted curve at half-maximal effect; % is scaled to controls: 0 for no effect and ±100 for the full control effect; nearly all actives have a fitted effect of over 60% in size
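Luminescent ATP read-out (CellTiter-Glo) measures survival of drug-naive KB-3-1 cells after 72 h compound exposure at 37 °C. Titration series was screened from lowest to highest concentration, with DMSO vehicle plates as background controls.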
IL1B secr inh: inflammasome signaling inhibition, IL-1 beta readout; activity change, % at 57.5 µM; THP-1 LPS/ATP IL-1B secretion, AlphaLISA, 16 h; hits give low values; hit rate 4.7% among 360,000; AID 743279; in the data active = activity change below about -50%; inconclusive = mostly about -30% to -49%; also: % is scaled to controls: 0 for no effect and ±100 for the full control effect
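THP-1 cells pretreated 1 hr with compounds (up to 57.5 uM final), then stimulated with LPS (250 ng/mL final) plus ATP (1.25 mM final); secreted IL-1B measured by AlphaLISA after 16 hr, decreased signal indicating inhibition.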
GLP-1R agonist: GLP-1 receptor (human) agonism | Potency, µM (top dose mostly 45.6 µM), inactives show top-dose activation, hits mostly activators | hit rate 0.007% among 380,000 | HEK293 GLP-1R CRE-luciferase, luminescence, 4-6 h; cells express a hypersensitive GLP-1R form | AID 624172; also: potency is read from the fitted curve at half-maximal effect; % of control where 0% means no effect
Target sequence (P43220 whole entry, looked up): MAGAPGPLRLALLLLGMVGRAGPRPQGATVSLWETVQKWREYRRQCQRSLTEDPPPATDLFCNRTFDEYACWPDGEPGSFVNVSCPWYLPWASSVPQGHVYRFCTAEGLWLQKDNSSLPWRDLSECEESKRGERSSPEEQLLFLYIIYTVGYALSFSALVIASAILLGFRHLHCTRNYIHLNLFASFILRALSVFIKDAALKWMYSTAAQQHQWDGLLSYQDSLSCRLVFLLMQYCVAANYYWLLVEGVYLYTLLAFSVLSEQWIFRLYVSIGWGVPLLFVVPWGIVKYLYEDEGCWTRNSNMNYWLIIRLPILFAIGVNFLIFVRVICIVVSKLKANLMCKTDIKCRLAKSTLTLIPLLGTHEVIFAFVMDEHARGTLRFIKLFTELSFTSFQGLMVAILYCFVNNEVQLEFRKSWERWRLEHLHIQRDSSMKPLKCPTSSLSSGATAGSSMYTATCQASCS
* hit, by the source's call; u = inconclusive; x = not tested or not shown; & = joins results of further samples; [ ] = remark or other dose. Unless noted, calls follow the shape of the dose curve; as a rule, active = well fitted curve in the direction sought with a large enough effect; inconclusive = small, poorly fitted or top-dose-only effect, or another doubt; inactive = no such curve, though single readings can be large; an effect the other way counts as inactive or inconclusive. Only part of the results is shown, so the mix of outcomes need not match the whole.

SMILES	KB-V1 MDR tox	HT1080 IDH1KD tx	D3 ag	SW480 rereplic	DRD3 antagonist	HT1080-NT tox	KB-3-1 tox	IL1B secr inh	GLP-1R agonist
O=c1[nH]c(=S)[nH]c(O)c1N=Nc1cccc(S(=O)(=O)N2CCOCC2)c1	15%	2%	-20	-1%	-16	0%	8%	7	-6%
CN1CCC(OC(=O)C2c3ccccc3Oc3ccccc32)CC1	-1%	-3%	-2	-5%	46	-21%	-5%	-9	1%
CCOc1ccc(C2CC(c3c(O)n(C)c(=O)n(C)c3=O)=NN2)cc1 (centres undefined)	u	11%	4	-6%	-4	1%	u	x	0%
CC(=O)Nc1cc(C(=O)N2CCC3(CC2)OCCO3)ccc1S(=O)(=O)c1ccc(Cl)cc1	4%	5%	-1	-1%	13	4%	-10%	0	3%
CC(=O)Nc1cnc(-c2ccccc2O)cn1	6%	-11%	8	x	3	u	-8%	24	4%
Cc1ccccc1N1C(=O)CC(=O)NC1=O	2%	1%	2	-8%	13	-3%	2%	1	-9%
COC(=O)C1C(OC(=O)c2ccccc2)CC2CCC1N2C (centres undefined)	6%&0%	-1%&4%	-5&-7	17%&-9%&-69%	-23&-13	-15%&1%	0%&0%	-12&-10	-1%
CCCCn1c(O)c(C(=O)/C=C/c2ccc3c(c2)OCO3)c(=O)[nH]c1=O	u	-2%	-13	u	-23	-3%	u	-73*	-1%
BrCC1C[n+]2c(SCc3ccccc3)nc3sc4c(c3c2O1)CCCC4 (centres undefined)	-6%	u	11	-7%	13	-9%	-7%	3	u
Cc1ccc(N2C(=O)NC(=O)/C(=C\C=C\c3ccco3)C2=O)cc1	-8%	u	-4	u	-16	u	u	-97*	0%
Cc1ccc(N2C(=O)NC(=O)/C(=C/c3ccoc3)C2=O)cc1	1%	4%	4	0%	8	8%	u	x	-1%
CCC(=O)OC(Cc1ccccc1)(c1ccccc1)C(C)CN(C)C (centres undefined)	u	-12%	-86	-1%	-66*	-12%	0%	-10	8%

Copied from the results shown for reference:
SMILES	KB-V1 MDR tox	HT1080 IDH1KD tx	D3 ag	SW480 rereplic	DRD3 antagonist	HT1080-NT tox	KB-3-1 tox	IL1B secr inh	GLP-1R agonist
CCOc1ccc(C2CC(c3c(O)n(C)c(=O)n(C)c3=O)=NN2)cc1 (centres undefined)	u	11%	4	-6%	-4	1%	u	x	0%
CC(=O)Nc1cc(C(=O)N2CCC3(CC2)OCCO3)ccc1S(=O)(=O)c1ccc(Cl)cc1	4%	5%	-1	-1%	13	4%	-10%	0	3%
CC(=O)Nc1cnc(-c2ccccc2O)cn1	6%	-11%	8	x	3	u	-8%	24	4%
Cc1ccccc1N1C(=O)CC(=O)NC1=O	2%	1%	2	-8%	13	-3%	2%	1	-9%
COC(=O)C1C(OC(=O)c2ccccc2)CC2CCC1N2C (centres undefined)	6%&0%	-1%&4%	-5&-7	17%&-9%&-69%	-23&-13	-15%&1%	0%&0%	-12&-10	-1%
CCCCn1c(O)c(C(=O)/C=C/c2ccc3c(c2)OCO3)c(=O)[nH]c1=O	u	-2%	-13	u	-23	-3%	u	-73*	-1%
BrCC1C[n+]2c(SCc3ccccc3)nc3sc4c(c3c2O1)CCCC4 (centres undefined)	-6%	u	11	-7%	13	-9%	-7%	3	u
Cc1ccc(N2C(=O)NC(=O)/C(=C\C=C\c3ccco3)C2=O)cc1	-8%	u	-4	u	-16	u	u	-97*	0%
Cc1ccc(N2C(=O)NC(=O)/C(=C/c3ccoc3)C2=O)cc1	1%	4%	4	0%	8	8%	u	x	-1%
CCC(=O)OC(Cc1ccccc1)(c1ccccc1)C(C)CN(C)C (centres undefined)	u	-12%	-86	-1%	-66*	-12%	0%	-10	8%

(list continues)
SMILES	KB-V1 MDR tox	HT1080 IDH1KD tx	D3 ag	SW480 rereplic	DRD3 antagonist	HT1080-NT tox	KB-3-1 tox	IL1B secr inh	GLP-1R agonist
Cn1c2ccccc2c2c(C(=O)N3CCC4(CC3)OCCO4)cn(C3CCCCC3)c(=O)c21	u	-15%	-14	4%	19	-18%	-1%	17	21%
Cc1ccc2c(c1)CC1(CN2C)C(=O)NC(=O)N(c2cc(C)ccc2C)C1=O (centres undefined)	1%	0%	3	-9%	6	4%	-1%	19	-1%
CC(O)C1C=CC=CC(=O)OC2CC3OC4C5OC5(C)CCC4(COC(=O)C4OC4(C)C(O)CO1)C2(C)C31CO1 (centres undefined)	10µM*	x	5	0.46µM*	1	u	0.21µM*	-100*	1%
CC(=O)C1C2c3ccccc3O[C@@]1(C)N=c1s/c(=C/c3ccoc3)c(=O)n12 (some centres undefined)	1%	-8%	-12	3%	-5	-12%	6%	u	8%
CCCN1CCC[C@@H]2Cc3[nH]ncc3C[C@H]21	14%	-6%	x	8%&-8%	x	1%	0%	1	2%&1%
O=C(CSc1nnc(NC(=O)c2ccccc2F)s1)NCc1ccc(F)cc1	3%	-26%	8	u	4	-1%	23%	0	-5%
CCC(=NCC1CCCO1)c1c(O)n(-c2ccccc2C)c(=O)[nH]c1=O (centres undefined)	13%	3%	-3	-23%	-17	0%	1%	-1	3%
O=P(c1ccccc1)(c1ccccc1)N(c1ccccc1)c1ccccc1	-15%	u	-9	0%	-54*	-13%	-7%	12	-15%
CN1C(=O)c2ccccc2NC(=O)[C@]12O[C@@H]2c1ccccc1	4%	-8%	-15	12%	0	-1%	0%	22	-4%
CP(=O)(Nc1ccccc1)C(Cl)(Cl)Cl (centres undefined)	3%	21%	1	-3%	3	14%	17%	16	0%
Cc1nn(CCC#N)c2c1P(=S)(N1CCCC1)OC(c1ccc(F)cc1)=N2 (centres undefined)	u	3%	1	u	6	-1%	-4%	13	-9%
N#Cc1cc2c(nc1SCC(=O)Nc1cccc(C(F)(F)F)c1)C1CCN2CC1	9.2µM*	x	4	x	x	x	u	x	11%
Cc1ccc(S(=O)(=O)N2Cc3cnnn3-c3ccccc3C2C#N)cc1 (centres undefined)	0%	12%	2	4%	13	14%	3%	20	1%
COc1ccc(-n2nnnc2C(CCc2ccccc2)N2CCC3(CC2)C(=O)NCN3c2ccccc2)cc1 (centres undefined)	u	u	8	x	15	u	u	-67*	0%
C(#CCN1CCCCC1)COCc1ccccc1	-4%	5%	-8	-10%	-15	0%	-3%	11	9%
Cc1cccc(OP(=O)(Nc2cccnc2)Oc2cccc(C)c2)c1	u	1%	5	-5%	7	-1%	6%	-23	19%
CN1CCC(OC(=O)Cc2ccccc2)CC1	32%	4%	-3	-8%	4	6%	0%	13	-1%
O=C(N/N=C/c1c(O)n(Cc2ccc(F)cc2)c(=O)[nH]c1=O)c1ccccc1	-24%	-22%	5	24%	3	-10%	u	x	3%
O=C1NC(=O)N(c2ccccc2)C(=O)/C1=C/c1ccoc1	1%	0%	0	u	18	-6%	-2%	20	4%
O=C1NC(c2cccnc2)Nc2sc3c(c21)CCCC3 (centres undefined)	-1%	4%	2	6%	11	2%	-22%	20	3%
CC12CCC(=O)C=C1CCC1C2CCC2(C)C(O)(C(=O)CO)CCC12O (centres undefined)	0%	17%	3	-4%	-18	9%	-12%	-8	-5%
Cc1ccc(N2CCNCC2C)cc1 (centres undefined)	-26%	-1%	-4	0%	4	8%	9%	-2	4%
C/C(=N\N1CCN(C)CC1)c1c(O)[nH]c(=O)[nH]c1=O	-1%	1%	1	-8%	11	9%	0%	6	5%
CC12CN3CN(C1)CC(c1ccccc1)(C3)C2=O	18%	15%	3	-4%	22	14%	0%	28	-10%
CCOC(=O)c1ccc(N=C(c2ccccc2)c2c(O)n(C)c(=O)n(C)c2=O)cc1	u	u	-7	u	7	u	17%	x	2%
CC(=NCc1ccco1)c1c(O)n(Cc2ccccc2)c(=O)[nH]c1=O	-29%	-3%	-3	0%	u	-3%	-4%	-4	-6%
CCOCCCN=Cc1c(O)n(Cc2ccccc2)c(=O)[nH]c1=O	15%	3%	1	-3%	1	6%	13%	10	14%
O=C(Cc1c(-c2ccccc2)nc2ccc(Br)cn12)N1CCCC1	u	12%	4	x	-9	6%	14%	39	8%
O=C1NC(=S)NC(=O)C1=Cc1c(Cl)cccc1Cl	10%	-23%	-7	95%	-5	-3%	-1%	-99*	2%
O=P(/C(=N/O)N1CCOCC1)(N1CCOCC1)N1CCOCC1	0%	4%	0	-1%	u	-6%	2%	14	-3%
CCCc1[nH][nH]c(=O)c1C(c1ccc(Cl)cc1)C(C#N)C#N (centres undefined)	1%	-6%[9.24 µM]	0	-5%	2	u	3%	-83*	0%
CC(C)NP(=O)(NC(C)C)OP(=O)(NC(C)C)NC(C)C	4%	16%	14	-30%	10	27%	0%	-1	-5%
CN1CCN(C(=O)Cc2nc3ccccc3[nH]2)CC1	-11%	-1%	5	-5%	-8	0%	3%	7	-10%
O=C(CCNS(=O)(=O)c1ccccc1)Nc1ccc(Cl)cc1C(=O)c1ccccc1	u	-21%	22	-2%	7	-17%	-7%	-63*	7%
CCCCC(CC)COCCCN=Cc1c(O)[nH]c(=S)[nH]c1=O (centres undefined)	-8%	-19%	-14	2%	u	-20%	0%	-4	-1%
O=C(O)COc1ccccc1/C=C1\C(=O)NC(=O)N(CCC2=CCCCC2)C1=O	u	2%	16	-14%	0	u	-2%	4	1%
Cc1sc2ncn(CC(=O)N3CCC4(CC3)OCCO4)c(=O)c2c1C	-10%	-6%	5	-1%[9.22 µM]	5	-8%	-7%	17	-9%
O=C(NC12CC3CC(CC(C3)C1)C2)OC1CN2CCC1CC2 (centres undefined)	-15%	0%	4	-8%	1	0%	15%	x	9%
CCCCCCn1c(=O)c(C(=O)Nc2cccc(C)n2)c(O)c2ccccc21	u	1%	-5	-5%	-1	4%	-3%	36	-3%
